Screening data deposited in PubChem BioAssay by School of Medicine, Indiana University.
FECH inh: blocks human mitochondrial ferrochelatase activity. P22830. purified FECH, Ni-mesoporphyrin absorbance 550 nm. calls only at 10 µM (by protocol). hit rate 3.3% among 20,000;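 active = enzyme reaction rate more than 3 SD below the solvent-only control wells on the same plate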;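 also: lower slope than DMSO wells means FECH inhibition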
Target sequence (P22830 whole entry, looked up): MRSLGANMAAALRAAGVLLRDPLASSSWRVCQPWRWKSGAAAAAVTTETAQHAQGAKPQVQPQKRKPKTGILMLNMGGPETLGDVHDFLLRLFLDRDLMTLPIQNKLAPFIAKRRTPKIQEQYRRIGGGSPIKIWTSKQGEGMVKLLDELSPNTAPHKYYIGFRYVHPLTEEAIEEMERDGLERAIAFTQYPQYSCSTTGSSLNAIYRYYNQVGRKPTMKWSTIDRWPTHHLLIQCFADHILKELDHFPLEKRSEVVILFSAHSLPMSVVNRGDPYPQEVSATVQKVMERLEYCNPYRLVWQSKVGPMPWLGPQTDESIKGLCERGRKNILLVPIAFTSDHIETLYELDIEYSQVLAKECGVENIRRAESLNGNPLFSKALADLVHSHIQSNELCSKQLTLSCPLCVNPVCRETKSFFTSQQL
Calls only; i = inactive; + = active, no number. This is a subset (hit frequency here may not be typical).

Sample of the layout:
SMILES	FECH inh
CC(C)c1nc2cccnc2n1CCN1CCNCC1	i
Cc1cccc(-c2ncc(CNCc3ccccc3Cn3cccn3)cn2)c1	i
CC(C)c1nc(CC2NC(=O)c3ccccc32)n(-c2ccccn2)n1 (stereo unspecified)	i
COc1ccc(CN(CC(C)C)C(=O)c2cccnc2C)cc1	i
CCCCC1C(=O)N(C)CCN1C(=O)Nc1nnc(C(C)(C)C)s1 (stereo unspecified)	i
Cn1cnc(S(=O)(=O)Nc2ccc(S(N)(=O)=O)cc2)c1	i
Cc1cc(Cn2ccnc2-c2ccc(C(=O)O)cc2)no1	i

This part in full, from the first entry:
SMILES	FECH inh
CC(C)c1nc2cccnc2n1CCN1CCNCC1	i
Cc1cccc(-c2ncc(CNCc3ccccc3Cn3cccn3)cn2)c1	i
CC(C)c1nc(CC2NC(=O)c3ccccc32)n(-c2ccccn2)n1 (stereo unspecified)	i
COc1ccc(CN(CC(C)C)C(=O)c2cccnc2C)cc1	i
CCCCC1C(=O)N(C)CCN1C(=O)Nc1nnc(C(C)(C)C)s1 (stereo unspecified)	i
Cn1cnc(S(=O)(=O)Nc2ccc(S(N)(=O)=O)cc2)c1	i
Cc1cc(Cn2ccnc2-c2ccc(C(=O)O)cc2)no1	i
O=C(C1CCN(c2ccc(-c3cccs3)nn2)CC1)N1CCN(Cc2ccccc2)CC1	i
CCc1nccn1CCCn1cc(C2CC=CCC2)nn1 (stereo unspecified)	i
COc1cc2cc(CN3CCCC3c3ccco3)c(=O)[nH]c2cc1OC (stereo unspecified)	i
Cc1ccccc1-n1cccc1CN1CCC2(CC1)CN(C)CCN2C	i
COc1nc2c(cc1C(=O)N1CCn3cncc3C1)CCC2	i
O=C1N(Cc2ccc(F)c(F)c2)CCCC1(O)CNCCc1ccccn1 (stereo unspecified)	i
COc1cccc(Nc2nc(NCc3ccccc3OC)nc3c2cnn3-c2ccccc2)c1	i
CC(CN(C)Cc1ccc2[nH]ccc2c1)N1CCOCC1 (stereo unspecified)	i
CCCc1ccc(S(=O)(=O)NCc2nc3cccnc3n2Cc2ccccc2)cc1	+
O=C(C(O)c1ccccc1)N1CCn2cncc2C1 (stereo unspecified)	i
CC1(C(=O)NC2CCCC2)Cn2c(cc3ccsc32)C(=O)N1c1ccc2c(c1)OCCO2 (stereo unspecified)	i
O=C(CN1CCN(Cc2ccccc2Cl)S1(=O)=O)Nc1ccccc1F	i
CN(Cc1ccccc1)c1ncccc1CNC(=O)CC1CNCCO1 (stereo unspecified)	i
CCC(=O)Nc1ccccc1-c1nnc(SC(CC)C(=O)Nc2cccc(Cl)c2)[nH]c1=O (stereo unspecified)	i
Cc1cnccc1CN(C)Cc1nc2ccccc2n1C(C)C	i
O=C1CCc2cc(S(=O)(=O)N3CCN(S(=O)(=O)c4ccc(F)cc4)CC3)cc3c2N1CC3	i
CNc1ncc(CN(C)C(=O)c2cc(COc3ccccc3)[nH]n2)cn1	i
CCCCN(CC)c1ncc(NS(=O)(=O)c2ccc(C)cc2C)cc1C(=O)O	i
C[C@@H](C(=O)N1C[C@H]2C[C@H](O)[C@H](O)C[C@H]2C1)c1ccccc1	i
COC(=O)C(NC(=O)N1CCN(Cc2nc3cccnc3n2-c2cccc(C)c2)CC1)c1ccccc1 (stereo unspecified)	i
Cc1ccc(N2C(=O)N(Cc3cc(F)cc(F)c3)c3ccccc3S2(=O)=O)c(C)c1	+
CCCN1CCC(Cc2noc(-c3cnc4c(c3)nnn4C)n2)CC1	i
CC1=C(C(=O)N(Cc2ccsc2)CC(C)C)C(C)NC(=O)N1 (stereo unspecified)	i
Cc1nc(-c2cccc(-c3n[nH]c(CCc4ccccc4)n3)c2)no1	i
COc1ncccc1CN1CCN(c2cncc(C(N)=O)n2)CC1	i
Cn1c(=O)c(C(=O)Nc2ccc(Br)cn2)nc2ccccc21	i
CCc1c(C)nc2ncnn2c1Sc1ccc(NC(=O)Nc2ccccc2OC)cc1	i
COc1cccc(CNC(=O)C2CCN(c3ncnc4c3nc3n4CCCCC3)CC2)c1	i
CCCN1CCN(C(=O)CN2C(=O)C3CCCCN3c3ccc(C(=O)N(C)C)cc32)CC1 (stereo unspecified)	i
COc1ccc(NCc2nc3nc4c(c(=O)n3[nH]2)CCC4)c(OC)c1	i
O=C(N1CCCC(O)(CO)CC1)C1(c2ccccc2)CCCCC1 (stereo unspecified)	i
CCCNC(=O)c1ccc(Cn2c(=O)c3cc(OC)c(OC)cc3n(CC(=O)N(CC)CC)c2=O)cc1	i
O=C(Cn1cncn1)N1CCOc2c(O)cc(-c3cccc(Cl)c3)cc2C1	i
Cc1nc(SCCNC(=O)[C@H]2CCCO2)n[nH]1	i
Cc1cc(Sc2ccc(NC(=O)Nc3ccc(F)cc3)cc2)n2nc(C)nc2n1	i
CN(Cc1ccccc1-n1cccn1)C(=O)c1cn2ccccc2n1	i
CC(c1ccc(-c2ccc3nc[nH]c3c2)cc1)N1CCOCC1 (stereo unspecified)	i
Cc1ccc(NC(=O)C2CCCCC2)c(NC(=O)c2cc(C)[nH]n2)c1	i
Cc1cc(NC(=O)COc2ccccc2F)n(-c2ncnc3c2cnn3-c2cccc(C)c2C)n1	i
CN1CC2(CCN(Cc3cncn3C3CCCCC3)C2)OC1=O (stereo unspecified)	i
CCc1cccc(NC(=O)CN2CCCN(Cc3ccc(OC)cc3)S2(=O)=O)c1	i
Cc1noc(CN2CCOc3c(O)cc(-c4ccc(C)s4)cc3C2)n1	i
Nc1cncc(-c2cc(Cl)ccc2Cl)c1	i
Next part
SMILES	FECH inh
Cc1cccc(C)c1Oc1ncccc1CNC(=O)c1nc[nH]c1C	i
COc1cc(Cl)cc2c1OC=CC(C(=O)Nc1ccc(S(N)(=O)=O)cc1)=C2	+
NC(=O)COc1ccccc1-c1[nH]cnc1-c1ccccc1	i
CCCNS(=O)(=O)c1ccc(N2C(=O)CCS2(=O)=O)cc1	i
CN(Cc1ccc2nsnc2c1)Cc1ncc[nH]1	i
Cc1cccc(Nc2nc(N3CCC(Cc4ccccc4)CC3)nc3c2cnn3-c2ccccc2)c1	i
Cc1cccn2cc(Cn3ccnc3-c3ccc(CO)o3)nc12	i
CN(C)S(=O)(=O)Nc1ccc2c(c1)NC(=O)CC2c1ccc(Cl)cc1 (stereo unspecified)	i
Cc1occc1C(=O)N(C)Cc1csc(C(C)C)n1	i
CC(C)CNC(=O)NCCc1nc2cccnc2n1Cc1ccccc1	i
CCC(=O)Nc1ccccc1-c1nnc(SC(C)C(=O)Nc2ccc(C)cc2C)[nH]c1=O (stereo unspecified)	i
O=S(=O)(c1ccc(Br)cc1)N1CCC(n2c(C(F)(F)F)nc3cccnc32)CC1	i
Cc1sc2nc(CNCc3cn(CCC(N)=O)c4ccccc34)cn2c1C	i
COc1cccc(CN2CCN(c3nc4ccccc4n3CCO)CC2)c1F	i
Cc1ccc(CN2CCN(Cc3cccnc3N)CC2=O)cc1	i
C#CCN(C)C(=O)c1cc(C)c(C)c(S(N)(=O)=O)c1	i
CCNC(=O)COc1nc(CC)nc2onc(-c3ccc(F)cc3)c12	+
CC(C)(Oc1ccc2c(c1)CCC2)C(=O)N1CCOC2(CNCCOC2)C1 (stereo unspecified)	i
Cc1cccc(-c2nc3nc(CN4CCOCC4)cc(=O)n3[nH]2)c1	i
COc1ccc(OCC(=O)Nc2cc(Cl)ccc2OCc2cc(=O)n3oc(C)cc3n2)cc1	i
Cc1ccc(-c2cc(O)c3c(c2)CN(CC2CCCN2C)CCO3)s1 (stereo unspecified)	i
CCN1CCN(CCCNC(=O)c2cc3n(n2)CC(C)(C(=O)NCc2ccc(F)cc2)N(C)C3=O)CC1 (stereo unspecified)	i
COC(C)c1ccc(-c2cc(C(=O)O)cc(S(=O)(=O)N3CCOCC3)c2)cc1 (stereo unspecified)	i
CN(CCNC(=O)C1CCN(c2ncnc3c2nc2n3CCCCC2)CC1)Cc1ccccc1	+
CCc1nc(OCC(=O)NCc2cc(OC)ccc2OC)c2c(-c3ccc(F)cc3)noc2n1	i
Cc1nc(CCNC(=O)[C@H](N)CC(C)C)sc1C	i
O=C(NCCN1CCN(c2ncccn2)CC1)C1CCOC1 (stereo unspecified)	i
CC(C)C(=O)Nc1nc2n(n1)C(c1ccccc1Cl)C=C(c1ccc(Cl)cc1)N2 (stereo unspecified)	i
COc1ccc(CCCNC(=O)c2ccc(-c3cn[nH]c3)nc2)cc1	i
CC(C)NC(=O)[C@@H]1C[C@@H](N)CN1Cc1ccnc(C(C)C)n1	i
COc1ccc(-c2noc(CSCC(=O)NCc3ccc(C)cc3)n2)cc1OC	i
COc1ccc(OC)c(NC(=O)CN2CCCN(Cc3ccc(Cl)cc3)S2(=O)=O)c1	i
Cc1nc(Cn2ccnc2-c2nc[nH]c2C)nc2c1CCCC2	i
CC(C)CCNC(=O)C1c2c(n(C)c3ccccc23)SCC(=O)N1c1ccc(F)cc1F (stereo unspecified)	i
O=S(=O)(c1ccc(F)c(F)c1)N1CCC(n2cnc3cccnc32)CC1	i
COC(=O)Cc1cc(C2CCN(Cc3ccnc4ccccc34)CC2)n[nH]1	i
COCC(=O)Nc1ccc(Nc2nc(C)cc(N3CCCC3)n2)cc1	i
Cc1ccc(NC(=O)C2CCN(S(=O)(=O)c3cc4c(cc3C)NC(=O)CO4)CC2)nc1	+
CCN(C(=O)c1cccc(F)c1F)[C@@H]1CCN(c2ccnc(N)n2)C[C@H]1O	i
Cc1c(C(=O)N2CCC3(CCNC(=O)CC3)CC2)cnc2cc(=O)[nH]n12	i

Printed as active in FECH inh, of those listed so far:
SMILES	FECH inh
CCCc1ccc(S(=O)(=O)NCc2nc3cccnc3n2Cc2ccccc2)cc1	+
Cc1ccc(N2C(=O)N(Cc3cc(F)cc(F)c3)c3ccccc3S2(=O)=O)c(C)c1	+
COc1cc(Cl)cc2c1OC=CC(C(=O)Nc1ccc(S(N)(=O)=O)cc1)=C2	+
CCNC(=O)COc1nc(CC)nc2onc(-c3ccc(F)cc3)c12	+
CN(CCNC(=O)C1CCN(c2ncnc3c2nc2n3CCCCC2)CC1)Cc1ccccc1	+
Cc1ccc(NC(=O)C2CCN(S(=O)(=O)c3cc4c(cc3C)NC(=O)CO4)CC2)nc1	+

Additional results.
SMILES	FECH inh
CN1C(=O)c2cc(C(=O)NCCCN3CCCCC3)nn2CC1(C)C(=O)NCc1ccc(F)cc1 (stereo unspecified)	i
COCc1nc2cccnc2n1C1CCN(S(=O)(=O)c2ccc(OC)cc2)CC1	i
CC(C)N(CCN1CCCCCC1)C(=O)c1ccc(C2CCCN2)s1 (stereo unspecified)	i
CCOc1ccc(NCc2cc(=O)n3[nH]c(-c4ccc(C(C)(C)C)cc4)nc3n2)cc1	+
CC(C)c1nccc(C2CC(=O)Nc3c2c(-c2cccnc2)nn3C)n1 (stereo unspecified)	i
Cc1nc(C(=O)N2CC[C@@H](c3ccc4ccccc4c3)[C@H](O)C2)c(C)o1	i
O=C(NC1CC(=O)N(c2ccc(F)cc2)C1)c1ccc2c(c1)OCO2 (stereo unspecified)	i
CC(C)CC1(CO)CCCN(C(=O)CCC(=O)NC2CCCC2)C1 (stereo unspecified)	i
Cc1cc(-c2c(-c3ccccc3)ncn2CCNc2ccccc2)n[nH]1	i
O=C1COc2cc3c(cc2N1)C(c1cc(F)ccc1-n1cccn1)CC(=O)N3 (stereo unspecified)	i

4 of the compounds above, with each value named:
> Cc1nc(C(=O)N2CC[C@@H](c3ccc4ccccc4c3)[C@H](O)C2)c(C)o1
  FECH inh = i
> CC(C)N(CCN1CCCCCC1)C(=O)c1ccc(C2CCCN2)s1 (stereo unspecified)
  FECH inh = i
> CC(C)CC1(CO)CCCN(C(=O)CCC(=O)NC2CCCC2)C1 (stereo unspecified)
  FECH inh = i
> O=C1COc2cc3c(cc2N1)C(c1cc(F)ccc1-n1cccn1)CC(=O)N3 (stereo unspecified)
  FECH inh = i

Later entries
SMILES	FECH inh
COc1ccc(N2CCN(c3ncnc4sccc34)C(C)C2=O)cc1 (stereo unspecified)	i
CCC(=O)Nc1ccccc1-c1nnc(SC(CC)C(=O)Nc2ccc(OC)c(OC)c2)[nH]c1=O (stereo unspecified)	i
Cc1ccc(CN2CCCN(CC(=O)NC3CCCC3)S2(=O)=O)cc1	i
O=C(O)CCCC(=O)Nc1nc2n(n1)C(c1ccccc1)C=C(c1ccc(Cl)cc1)N2 (stereo unspecified)	i
Cc1ccccc1-n1cccc1CN1CCOCC(CN(C)C)C1 (stereo unspecified)	i
COc1ccc(OC)c(S(=O)(=O)N2CCN(c3nc(C)cc(Nc4ccc(C)cc4)n3)CC2)c1	i
COc1ccc(NC(=O)C2CCN(c3ccc(-c4cccs4)nn3)CC2)c(OC)c1	i
CCN(CC)C1CCN(Cc2cc3ccc(Cl)cc3[nH]c2=O)C1 (stereo unspecified)	i
Cc1ccc2cc(-c3noc(CCC(=O)Nc4cccc(C)c4C)n3)c(=O)[nH]c2c1	i
O=C(c1ccc(Cn2ccnc2)o1)N1CCCC1c1ccccn1 (stereo unspecified)	i
CCN1CCN(C(=O)c2cc3n(n2)CC(C)(C(=O)NCc2ccc(F)cc2)N(C)C3=O)CC1 (stereo unspecified)	i
CN1CC(=O)N(CC(=O)NCCc2nc3ccccc3[nH]2)c2ccccc2C1=O	i
CCCc1cc(=O)n2[nH]c(CNc3cccc(Cl)c3)nc2n1	+
O=C(O)C1Cc2nc[nH]c2CN1C(=O)CC12CC3CC(CC(C3)C1)C2 (stereo unspecified)	i
COC(=O)c1cc(S(=O)(=O)N2CCCC2C(=O)Nc2nc3ccc(OC)cc3s2)cn1C (stereo unspecified)	i
CCCN1CCCN(C(=O)c2coc(COc3cccc4cnccc34)n2)CC1	i
Cc1cccnc1C(C)Nc1nc(CCN)nc2sc(C)c(C)c12 (stereo unspecified)	i
CC(C)c1nccc(C2CC(=O)Nc3cc4[nH]ncc4cc32)n1 (stereo unspecified)	i
O=C1C[C@H]2CC[C@@H](CN1)N2C(=O)c1nc(-c2ccccc2)cs1	i
CCc1nnc(NC(=O)C2CCN(c3ncnc4c3nc3n4CCCCC3)CC2)s1	i
CN(CCNC(=O)C1CCCN1c1nnc(N2CCCC2=O)s1)C1CCCCC1 (stereo unspecified)	i
O=C(CSc1nc(-c2ccco2)nc2cc(=O)[nH]n12)Nc1ccc2c(c1)OCO2	i
CCNc1ncc(C(=O)N2CCCC(OCc3cccnc3)C2)cn1 (stereo unspecified)	i
